ALOX12 inh: Primary qHTS assay for inhibitors of human arachidonate 12S-lipoxygenase (ALOX12): Round 2. purified 12hLO, xylenol orange hydroperoxide absorbance. Potency, µM (doses to about 108 µM), for the others: top-dose activity change, negative = inhibition, actives largely listed as inhibitors. 1.1% of 580,000 active. AID 1671190, 2021; active = well fitted inhibition curve with a large enough effect; inconclusive = small, poorly fitted or top-dose-only effect, or another doubt; inactive = no such curve, though single readings can be large or run the other way
Target sequence (P18054 whole entry, looked up): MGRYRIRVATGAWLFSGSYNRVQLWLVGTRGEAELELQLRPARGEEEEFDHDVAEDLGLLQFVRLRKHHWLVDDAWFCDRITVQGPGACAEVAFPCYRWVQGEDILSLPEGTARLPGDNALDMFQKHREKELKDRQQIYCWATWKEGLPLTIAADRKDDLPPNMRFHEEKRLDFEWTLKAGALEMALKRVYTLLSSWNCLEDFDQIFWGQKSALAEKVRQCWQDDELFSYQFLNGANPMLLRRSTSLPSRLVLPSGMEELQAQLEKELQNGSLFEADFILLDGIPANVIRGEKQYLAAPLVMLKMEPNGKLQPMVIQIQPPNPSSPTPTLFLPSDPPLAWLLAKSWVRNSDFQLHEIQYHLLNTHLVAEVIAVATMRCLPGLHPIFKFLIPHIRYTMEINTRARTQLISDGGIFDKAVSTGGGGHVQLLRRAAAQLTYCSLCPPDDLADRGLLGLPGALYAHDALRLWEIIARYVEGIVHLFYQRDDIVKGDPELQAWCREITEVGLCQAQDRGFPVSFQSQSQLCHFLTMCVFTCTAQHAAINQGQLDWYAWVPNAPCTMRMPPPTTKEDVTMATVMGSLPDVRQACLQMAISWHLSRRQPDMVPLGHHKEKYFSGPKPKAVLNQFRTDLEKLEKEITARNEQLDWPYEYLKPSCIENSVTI
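Purified human 12hLO at 150 nM in 25 mM Hepes, 0.01% Triton X-100, pH 7.0, preincubated 15 min at room temperature with compound. Reaction started with 40 uM arachidonic acid, 30 min at room temperature. Hydroperoxide measured by Fe-xylenol orange, 573/405 nm absorbance ratio.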
An asterisk follows results filed as active; ? = inconclusive; [ ] = dose if it differs, or a comment. % is scaled to controls: 0 for no effect and ±100 for the full control effect; potency is read from the fitted curve at half-maximal effect.

| compound | ALOX12 inh |
| --- | --- |
| COc1cccc(C(=O)N2CCN(c3cc(-c4ccc(F)cc4)[nH]n3)CC2)c1OC | -1% |
| CN(C)C1(CNC(=O)COc2ccc3ccc(=O)oc3c2)CCCCC1 | 11% |
| CCOc1ccc(-c2nnc(SCc3nc4ccccc4o3)o2)cc1 | 0% |
| Cc1ccccc1-c1ccc2ncnc(N(C)C)c2c1 | -34% |
| Cn1cccc1CN1CCCC2(CN[S+](=O)([O-])c3ccccc3N2)C1 (stereo unspecified) | 67%[activator] |
| CCOc1ccc(-c2cc(C(=O)NC(C)C)c3ccccc3n2)cc1 | -40% |
| Cc1ccc2nc(CNC(=O)c3cc(NC(=O)c4ccccc4)cc4ncn(C5CCCC5)c34)cn2c1 | 7% |
| CN(CC(=O)Nc1ccccc1C(F)(F)F)C1CCc2ccccc21 (stereo unspecified) | 30% |
| O=C(c1cccnc1)N1CCCC2(C1)C(=NC1CCCCC1)NC(=O)N2c1cccnc1 (stereo unspecified) | 72%[activator] |
| CCCS(=O)(=O)N1CCC(Oc2ccc(-c3noc(-c4ccccc4)n3)cc2)C1 (stereo unspecified) | 2% |
| COc1ccc(CN2CCC3(Cc4ccccc4NC3=O)C2)cc1 (stereo unspecified) | 12%[176 µM] |
| c1ccc(CN2CCCC3CC2c2ccccc23)cc1 (stereo unspecified) | -7% |
| COC(=O)[C@]12C[C@H](CC(=O)N3CCCCC3)C(=O)N(CCc3ccc(OC)c(OC)c3)C1=C[C@H](COCc1ccccc1)O[C@@H]2C | 7% |
| COc1cc2c(cc1OC)C(C[C@H]1CN(C(=O)Nc3ccc(Cl)cc3)CC[C@H]1CC(=O)O)=NCC2 | 11% |
| COc1ccc(OC(=O)c2cnccn2)cc1 | ? |
| Cc1nc(-c2ccccc2OC2CN(S(=O)(=O)Cc3ccccc3F)C2)no1 | 26% |
| CN1CCN(c2nc3c([nH]2)c(=O)n(C)c(=O)n3C)CC1 | -14% |
| CC(C)(C)n1nnnc1C1CC2(CCOCC2)C(=O)N1Cc1ccccc1 (stereo unspecified) | 7% |
| CC(Oc1cc2oc(=O)cc(-c3ccccc3)c2cc1Cl)C(=O)NCc1cccnc1 (stereo unspecified) | 14% |
| CCC(Sc1nnc2c(Cl)cc(C(F)(F)F)cn12)C(=O)Nc1cc(C)on1 (stereo unspecified) | 6% |
| Nc1nc(C2CC(N)C2)cc(N2CCCN(Cc3cccs3)CC2)n1 (stereo unspecified) | 29% |
| O=C(CCSc1nc(Cl)nc2nc[nH]c12)NCc1cccc(Cl)c1 | -28% |
| Cc1cccc(OCC(=O)N2CCC3(CC2)NC(=O)N(c2ccc(F)cc2)N3)c1 | 4.5µM* |
| CN1CC(=O)N(c2ccccc2)Cc2c(NCc3ccc(F)cc3)ncnc21 | 15% |
| CC(C)NC(=O)c1cnc(N2CCN(Cc3cccc(F)c3)C2=O)s1 | -7% |

In the list so far, 2 have a CF3 group:
| compound | ALOX12 inh |
| --- | --- |
| CN(CC(=O)Nc1ccccc1C(F)(F)F)C1CCc2ccccc21 (stereo unspecified) | 30% |
| CCC(Sc1nnc2c(Cl)cc(C(F)(F)F)cn12)C(=O)Nc1cc(C)on1 (stereo unspecified) | 6% |

More results
| compound | ALOX12 inh |
| --- | --- |
| Cn1ccnc1C(=O)N1C[C@@H](COCC2CC2)[C@H](c2ccncc2)C1 | ? |
| O=C(COC(=O)c1ccc2ccccc2n1)NCC(F)(F)F | -25% |
| C[N+](C)(C)CCSSCC[N+](C)(C)C | 4µM* |
| CCc1c(C)nc(SCc2nc(-c3ccccc3C)oc2C)[nH]c1=O | ? |
| COc1ccccc1CNC(=O)N(C)CCOc1ccccc1C | -7% |
| Cc1c(-c2ccccc2)oc2c(C(=O)NCCCN3CCCCC3)cccc2c1=O | -8% |
| C[C@@H](NC(=O)[C@@H]1[C@@H](CO)[C@@H]2Cn3c(cccc3=O)[C@@H]2N1C(=O)C1CC1)c1ccccc1 | -5% |
| CCn1nc(C(=O)Nc2ccc(OC)c(OC(F)F)c2)c2ccccc2c1=O | 14% |
| O=C(/C=C/c1ccc(F)cc1)N(C1CCCCC1)C1CCCCC1 | ? |
| CCCC(=O)N1CC2(CCCN2Cc2cccnc2)Cc2ccccc21 (stereo unspecified) | ? |
| CC(CNc1nccc(C2(c3ccccc3Cl)CCNCC2)n1)CN(C)C (stereo unspecified) | -7% |
| Cc1ccc(-n2nc(CO)c(C(=O)NCc3ccc4c(c3)OCO4)n2)cc1 | 12% |
| Cc1cccc(NC(=O)NC(C(=O)N2CCc3ccccc32)c2ccccc2)c1 (stereo unspecified) | -14% |
| CNC(=O)[C@@H]1C[C@H](Oc2cccnc2)CN1C(=O)CCCc1ccccc1 | 15% |
| COc1ccc(-c2nc3cc(NC(=O)c4cccs4)ccc3o2)cc1 | 20% |
| C[C@@H]1Cc2[nH][nH]c(=O)c2[C@H](c2ccc(Cl)cc2)O1 | -2% |
| COc1ccc(-c2nc(S(=O)(=O)c3ccc4c(c3)OCCO4)c(N(C)C)o2)cc1OC | ? |
| CCCn1nc(C(=O)Nc2ccc(OC)c(S(=O)(=O)N(C)C)c2)c2ccccc2c1=O | 7% |
| CCCNC(=O)N(C1CCOCC1)C1CCN(S(=O)(=O)c2ccccc2CC)CC1 | 37%[activator] |
| N=C(N)c1cc(N)cc(C(=N)N)c1 | ? |
| O=C(NCc1cccnc1)C1(c2cccc(C(F)(F)F)c2)CCOCC1 | -30% |
| O=C(N[C@H]1CCCNC1=O)C1=C[C@@H](NS(=O)(=O)c2cccs2)[C@@H](O)[C@H](O)C1 | 45%[176 µM] |
| COc1ccccc1NC(=O)Cn1c(=O)n(-c2ccccc2)c(=O)c2c1cc(C)n2C | 25% |
| Cc1ccc(F)cc1S(=O)(=O)N1CCC(CC(=O)NCc2ccccc2)C1 (stereo unspecified) | 1% |
| O=C(Nc1ccc(F)c(F)c1)c1cnn2c(C(F)F)cc(C3CC3)nc12 | 4% |

Next section.
| compound | ALOX12 inh |
| --- | --- |
| Cc1cc(F)ccc1NC(=O)C1CCN(c2cnc3ccccc3n2)CC1 | ? |
| O=C(O)c1cc(-c2ccc3c(c2)OCCO3)cc(S(=O)(=O)N2CCOCC2)c1 | 60%[activator] |
| Cc1ccc(NC(=O)CCC2CCN(C(=O)c3ccccc3)CC2)cc1F | 33% |
| COc1ccccc1CN1CCc2nc(C(=O)Nc3nc(C)cs3)oc2CC1 | 105%[activator][176 µM] |
| Cc1nc2ccc(C(=O)N3CCN(CC(=O)N4CCCCCC4)CC3)cc2nc1C | 2% |
| Cc1nnc(SCc2coc(-c3cccc(F)c3)n2)n1C | ? |
| O=C(NCc1ccccc1)C(c1ccccc1)n1c(C2CC2)nc2ccccc21 (stereo unspecified) | ? |
| CCCCc1ccc(NC(=O)Cn2c(=O)c3c(ncn3CCOC)n(Cc3ccccc3)c2=O)cc1 | 2% |
| CCOC(=O)C1=C(C)NC(=O)NC1c1nc2ccccc2n1CC (stereo unspecified) | 13% |
| CN(C)c1ccc(CN2CCCC3(C2)C(=NC2CCCC2)NC(=O)N3c2cc(F)cc(F)c2)cc1 (stereo unspecified) | ? |
| CS(=O)(=O)N1CCC(C2CCN(C(=O)NCc3ccco3)C2)CC1 (stereo unspecified) | 30%[activator] |
| Cc1ccc(/C(O)=C2\C(=O)C(=O)NC2c2ccc(C)cc2)cc1 (stereo unspecified) | ? |
| COc1ccc(C(C)(C)C)cc1N1C(=O)[C@@H]2CSCCS(=O)(=O)N2C1=O | -12% |
| CC(=O)N1CCCC(c2[nH]ccc2C(=O)NCCc2cccs2)C1 (stereo unspecified) | 46%[activator] |
| CC1(C(=O)NCCc2ccccn2)COCc2cnc(Nc3ccccc3)nc21 (stereo unspecified) | -17%[176 µM] |
| O=C(Cc1cccs1)N1CC(Oc2ccccc2-c2nc(C3CC3)no2)C1 | 15% |
| O=C(O)c1ccc(-c2ccc(Cl)cc2)s1 | ? |
| CNc1cc(-c2ccccc2C(=O)N(C(C)C)C(C)C)nc(N)n1 | 5% |
| COc1ccc2c(c1)CN(C(=O)c1ccnc(Cl)c1)CC[C@H]1COC(=O)N21 | -1%[176 µM] |
| CCc1ccc(NC(=O)c2ccccc2NCC(=O)N2CC(=O)Nc3ccccc32)cc1 | 2% |
| NC(=O)CN1CCC(C(=O)NCc2cn3cccnc3n2)CC1 | 79%[activator] |
| Cc1ccc(Sc2ccc(F)cc2)nc1 | 3% |
| O=S(=O)(c1cccs1)N1CCCc2nc(-c3ccccc3)ccc21 | 2% |
| Cc1ccsc1C(=O)OCC(=O)c1ccccc1 | ? |
| O=C(CC1Sc2ccc(C(F)(F)F)cc2NC1=O)Nc1ccc(OC(F)F)cc1 (stereo unspecified) | 1% |

Part of the list above, with the structure last:
ALOX12 inh | Structure
46%[activator] | CC(=O)N1CCCC(c2[nH]ccc2C(=O)NCCc2cccs2)C1 (stereo unspecified)
-17%[176 µM] | CC1(C(=O)NCCc2ccccn2)COCc2cnc(Nc3ccccc3)nc21 (stereo unspecified)

Additional structures follow.
| compound | ALOX12 inh |
| --- | --- |
| Cc1noc(C)c1CN1CCNc2cnc(OCc3cccnc3)cc2C1 | 6%[176 µM] |
| O=C(CN1C(=O)C(c2ccccc2)=NC12CCCCC2)N1CCN(c2ccccc2)CC1 | 10% |
| O=c1cc(-c2cccnc2)nc(-c2ccc(CN3CC[C@@H](O)C3)cc2)[nH]1 | 56%[activator] |
| Cc1nc2cc(NC(=O)[C@@H]3C[C@@H](Sc4ccccn4)CN3Cc3cccc(F)c3)ccc2s1 | 7% |
| O=S1(=O)c2ccc(Br)cc2OC[C@@H](Cc2ccccc2)N1Cc1cn(Cc2ccccc2)nn1 | -20% |
| CC1=C[C@@H](CO)[C@H](C(C)C)C[C@H]1CC(=O)NCc1ccc(F)cc1 | -3%[176 µM] |
| Cc1ccc(NC(=O)CSCc2cc(=O)n3ccsc3n2)cc1C | -12% |
| COc1ccc(N2Cc3c(NCC(C)C)ncnc3N(C)CC2=O)cc1 | 2%[6.33 µM] |
| COc1cc(CC(=O)NC2CCCCCCC2)cc(OC)c1OC | 8% |
| CC(C)CCNC(=O)N1CCCC(c2noc(COc3ccccc3)n2)C1 (stereo unspecified) | 50% |
| C[C@]1(O)CCN(C(=O)c2cc(-c3ccsc3)n[nH]2)C[C@@H]1O | 15% |
| Cc1nc(-c2c3n(c(=O)n(CC(=O)Nc4ccccc4F)c2=O)CCCCC3)no1 | ? |
| CC(=O)C1(C)N(O)C(C)(C)C(c2ccc(Cl)c(C)c2)=[N+]1[O-] (stereo unspecified) | 2% |
| O=C(Nc1ncc(-c2cccc(F)c2)c2c1OCC2)c1c[nH]c2ccccc12 | -9%[176 µM] |
| N#CCCN(C(=O)CN1CCCC1c1ccc(Cl)c(Cl)c1)c1ccccc1F (stereo unspecified) | ? |
| O=C(N[C@H](Cc1ccccc1)C(=O)NCC1CCCCC1)[C@H]1O[C@@H](n2ccc(=O)[nH]c2=O)[C@H](O)[C@@H]1O | -7% |
| CCn1nc(CNC(=O)C(c2cccnc2)N2CCOCC2)c2ccccc21 (stereo unspecified) | -19% |
| Clc1cccc(-c2csc(NC3CC3)n2)c1 | -26% |
| Cc1ccc(C(=O)N2CCCN(C(=O)C3CC3)C(c3ccccc3)CC(=O)NCC2)s1 (stereo unspecified) | 6% |
| CC1(C(=O)N2CCCC2)CCCc2cnc(Nc3cccnc3)nc21 (stereo unspecified) | 6%[176 µM] |
| COC(=O)c1cc(OC)c(Br)c(OC)c1 | 15% |
| O=C(NCCCN1CCCc2ccccc21)c1ccc(N2CC3CC(C2)[C@H]2CCCC(=O)N2C3)nc1 (stereo partly specified) | 34% |
| COc1ccc2nc(/C(C#N)=C\c3ccco3)[nH]c2c1 | 40µM* |
| Cc1cccc(C(=O)C(C)C(=O)c2cccc(C)c2)c1 | 6% |
| CC(C)(C)C(=O)Nc1nc2c(s1)C[C@@H]1[C@](C)(CO)[C@H](O)CC[C@@]1(C)[C@@H]2CC(=O)NCc1ccco1 | -23% |

New compounds follow.
| compound | ALOX12 inh |
| --- | --- |
| CCC(NC(=O)C1CCCO1)c1ccccc1OC(C)C (stereo unspecified) | 1% |
| O=C(OC1CCOC1=O)c1ccccc1SC1CCOC1=O (stereo unspecified) | ? |
| CC(C)NC(=O)NCC1(COc2ccccc2)C[C@@H](O)[C@@H](O)C1 (stereo partly specified) | 47%[activator][176 µM] |
| O=C(Nc1cccc(Cl)c1)N1CCCCC1c1noc(COCC2CC2)n1 (stereo unspecified) | 27% |
| CC(C)NC(=O)C(C#N)(Cc1ccc(C#N)cc1)Cc1ccc(C#N)cc1 | 62% |
| CN1CCC(N2CCN(C(=O)c3cc4cn(C5CC5)cc4s3)CC2)CC1 | 42% |
| O=C(NCc1nnc2c(-c3nc(C4CC4)no3)cccn12)c1cccnc1 | 77%[activator] |
| COc1ccccc1-c1ccc(CN2C3CCC2CN(C(=O)c2ccncc2)C3)cc1 | 0%[6.33 µM] |
| COc1ccc(CN2C[C@H](Sc3nc4ccccc4[nH]3)C[C@H]2C(=O)N2CCCN(C)CC2)cc1C | 11% |
| Cc1ccc(N=c2scc(-c3ccccc3)n2-c2cccc(C)c2)cc1 | 7% |
| Cc1nc2c(c(-c3ccc(O)cc3)n1)CN(C(=O)c1ccccc1C)CCC2 | 20% |
| COc1ccc(Oc2coc3cc(OC(=O)c4ccc(C)cc4)ccc3c2=O)cc1 | 15% |
| CC(C)CCN1CCC(N2CCN(C(=O)c3ccc(Br)o3)CC2)C1=O (stereo unspecified) | ? |

Ordered by formula weight (falling): three of the compounds above.
| compound | ALOX12 inh |
| --- | --- |
| CC(C)CCN1CCC(N2CCN(C(=O)c3ccc(Br)o3)CC2)C1=O (stereo unspecified) | ? |
| O=C(Nc1cccc(Cl)c1)N1CCCCC1c1noc(COCC2CC2)n1 (stereo unspecified) | 27% |
| O=C(OC1CCOC1=O)c1ccccc1SC1CCOC1=O (stereo unspecified) | ? |

Screening data: PubChem BioAssay, National Center for Advancing Translational Sciences (NCATS)

This is a subset, so the mix of outcomes need not match the whole.
